Pf Dd2 inh = inhibitors of Plasmodium falciparum Dd2 growth. 120,000 compounds, 4.3% hits. Potency, µM (highest dose often 28.9 µM), for inactives: at the top dose activity, negative = inhibition, most hits filed as inhibitors. P. falciparum Dd2 growth, SYBR Green, 72 h. AID 1347417; active = well fitted inhibition curve with a large enough effect; inconclusive = small, poorly fitted or top-dose-only effect; inactive = no such curve, though single readings can be large or run the other way;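 note: plate controls were DMSO vehicle for no effect and reference drug for full effect; nearly all actives have a fitted effect of over 65% in size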
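Infected erythrocytes (Dd2, 0.3% parasitemia, 2.5% hematocrit final) are added to compound in RPMI-1640/Albumax II medium, grown 72 h at 37C in low oxygen, then lysed with saponin/Triton-X containing SYBR Green and read by fluorescence.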
* marks the source's active call; other numbers are inactive results; i = inactive; ? = inconclusive; [ ] = remark or other dose. Potency is the fitted concentration of half-maximal effect. Only part of the results is shown (hit frequency here may not be typical).

SMILES	Pf Dd2 inh
COc1ccccc1CNC(=O)CCc1c(C)nn(-c2ccc(N3CCOCC3)nn2)c1C	17.3%
CC(C)CC(=O)N1CCC2(CC1)c1nccn1-c1ccccc1CN2C	i[5.79 µM]
O=C(O)c1cnc(NCc2ccccn2)nc1-c1ccncc1	i
Cc1c(CN2C[C@@H](COc3ccccc3)[C@H](C(N)=O)C2)cnn1C	i
COc1ccc(NC(C)=O)cc1NC(=O)C1CC(=O)N(c2n[nH]c3ccccc23)C1 (configuration not stated)	-8.5%
Cc1cccc(N2CCN(S(=O)(=O)c3ccc4c(c3)CCCN4C(=O)C3CCC3)CC2C)c1 (configuration not stated)	?
Cc1noc2c(-c3cccnc3NCCN3CCOCC3)cc(-c3ccccc3)nc12	?
COC(=O)C1=C(C)N=C2SC=C(CC(=O)N3CCCC3)N2C1c1cccc(F)c1 (configuration not stated)	?
COc1cccc(-c2nccc3c(=O)cc(N(C)C)oc23)c1	?
CCOC(=O)Cn1c(C2CC(=O)N(c3ccc(C)cc3)C2)nc2ccccc21 (configuration not stated)	37.0%[activator]
Cc1cc(S(=O)(=O)N2CCCC(Cn3cnc4cccnc43)C2)ccc1Cl (configuration not stated)	i
CN(c1ncnc2onc(-c3cccc(Cl)c3)c12)C1CCCCC1	i
CC(C)C1CN(C(=O)c2n[nH]c3c2CCC3)CCC(=O)N1CC1CC1 (configuration not stated)	0.4%
CCOCCN1C(=O)COC[C@@H]1[C@H](O)c1ccc(NC(=O)c2ccnc(Cl)c2)cc1	-4.8%[44.1 µM]
COCCN(C)C[C@H]1C[C@@H](CO)CN(C(=O)c2ccc(F)cc2C)C1	-11.9%
CCCNC(=O)N1CCc2c(sc3ncnc(N4CCN(C)CC4)c23)C1	-4.8%
Cn1c(=O)c2c(nc(SCC(=O)Nc3ccc(F)cc3)n2Cc2ccccc2)n(C)c1=O	-15.3%
Cc1nc(N2CCOCC2)c2c(C(=O)N(C)Cc3ccccc3)c(C)oc2n1	13.5%
O=C(NC1CCN(c2ccccc2)C1=O)c1cccc(Cl)c1 (configuration not stated)	-26.8%
COC(=O)c1ccccc1NC(=O)CCc1c(C)nc2c(c(C)nn2-c2ccccc2)c1C	i
CN(C)c1cccc(-c2cnc3[nH]cc(CC(=O)NCc4cccnc4)c3c2)c1	8.91µM*
CC(=O)N1CCC([C@@H]2CN(Cc3cccc(Cl)c3)C[C@H]2CO)CC1	i
CNC(=O)[C@@H]1CN(Cc2ccncc2)C[C@H]1COC	-0.6%
COc1cccc(CN2CCOC3CCN([S+](=O)([O-])c4ccccc4C)CC3C2=O)c1 (configuration not stated)	i
Cn1cccc1C(=O)N1CCC(N2CC3CC(C2)[C@H]2CCCC(=O)N2C3)CC1 (some centres not stated)	1.3%
CC1CCCN(S(=O)(=O)c2cc(C(=O)NCc3ccccc3Cl)n(C)c2)C1 (configuration not stated)	i
O=C(c1nc(-c2ccc(F)cc2)c2ccccn12)N1CCCC1	-12.9%[44.1 µM]
COc1ccc(-c2cc(N3CCCN(C(=O)CC4CCCCC4)CC3)n[nH]2)cc1	-6.8%
CCc1nnc2ccc(N3CCN(CC)CC3)nn12	-14.8%
Cc1ccc(-c2noc([C@@H]3CCCN3C(=O)c3cnccn3)n2)cc1	2.9%
Cc1noc([C@@H]2CN(C(=O)c3cccc4[nH]ccc34)C[C@H]2CO)n1	13.8%
COc1ccccc1-c1nc(C(=O)N2CCC(C#N)CC2)n2ccccc12	?
COCCN(C)C(=O)c1cn2cc(-c3ccc(F)cc3)n(CC=C(C)C)c(=O)c2n1	?
CN1C(=O)C(c2ccccc2)CC12CCN(C(=O)CNC(N)=O)CC2 (configuration not stated)	10.4%
COc1cc(C2CC(=O)Nc3c2c(=O)n(C)c2ncnn32)cc(OC)c1OC (configuration not stated)	i
Fc1ccc(OC2CN(Cc3cccnc3)C2)c(F)c1	?
Cn1ccnc1CN1CCNc2cc(Nc3ccccc3)ncc2C1	i
CN(Cc1ccccc1)S(=O)(=O)c1ccc(F)c(C(=O)Nc2cc(Cl)cc(Cl)c2)c1	-19.0%
CCn1c(C(=O)NCCc2ccc(S(N)(=O)=O)cc2)cc2sc(Cl)cc21	-18.0%
O=[S+]1([O-])NCC2(CCN(Cc3cccs3)C2)Oc2ncccc21 (configuration not stated)	-4.6%
Cc1c(CNC(C)CCc2ccccc2)c(C(=O)O)c(C)n1Cc1ccc(F)cc1Cl (configuration not stated)	?
O=C(Nc1ccc2nc(SCC(=O)N3CCCC3)sc2c1)c1ccccc1	-13.9%
Cc1c(NC(=O)c2cc3ccccc3o2)cccc1-c1nc2ccccc2o1	50.9%[activator]
Cc1ccc(C)c(N2CCN(c3nc4ccccc4c4nc(CCn5nc(C)cc5C)nn34)CC2)c1	3.1%
COCCNC(=O)c1nc2c(o1)CCN(Cc1cccc(F)c1F)CC2	i
CCc1ccc(NC(=O)c2sc3nc(C)c(C(=O)Nc4ccc(C)cc4C)c(-c4ccco4)c3c2N)cc1	?
COc1ccc([C@H]2C[C@@H](O)[C@@H](O)[C@@H]2NS(C)(=O)=O)cc1	i
FC(F)(F)c1cccc(CN2CCOC[C@H](Oc3cnccn3)C2)c1	i
O=C(COc1ccc(Cl)cc1)N1C[C@@H](CO)[C@H](c2ccccn2)C1	?
COC[C@@H]1CN(Cc2ccco2)C[C@H]1C(=O)N(C)C	5.1%
CCCC1=Nc2cc(C(=O)NCCc3ccc(OCC)cc3)ccc2Sc2ccccc21	-28.9%
O=[S+]1([O-])NC2(CCCN(Cc3cncs3)C2)CNc2ccccc21 (configuration not stated)	38.5%[activator]
CCOc1ccc(CC(=O)Nc2ccc3nc(N4CCCCC4)cc(C)c3c2)cc1OCC	?
COCCN1CC(CO)C2(CCN(Cc3ccc(F)c(OC)c3)CC2)C1 (configuration not stated)	-30.0%
Cc1ccc(NC(=O)c2c(N3CCCC3=O)c3cc(C)ccc3n2C)c(C)c1	11.7%
COc1ccc(C)cc1NC(=O)C1CCN(S(=O)(=O)c2cc(Br)cc3c2N(C(C)=O)CC3)CC1	-26.8%
CCOc1ccc(-c2ccnc(N3CCC(NC(C)=O)CC3)n2)cc1C(=O)O	3.4%
Cn1c(SCC(=O)c2ccc(F)cc2)nnc1-c1ccccc1Br	27.0%
Cc1ccccc1OCc1nc2c3cnn(-c4cccc(F)c4)c3ncn2n1	6.3%
CCOC(=O)N1CCC(NC2CC(=O)N(CCCc3ccccc3)C2)CC1 (configuration not stated)	-9.8%
More structures follow:
SMILES	Pf Dd2 inh
COc1ccc(CCNC(=O)c2c3c(nc4ccccc24)C(=O)N(C2CCCCC2)C3)cc1OC	23.2%
Cc1nn(-c2ccccc2)c2sc(C(=O)Nc3cccc(Br)c3)cc12	?
O=c1c2cc3c(cc2nc2sc(Nc4ccccc4)nn12)OCO3	21.3%
CO[C@H]1[C@H](NC(=O)c2ccc3nc[nH]c3c2)c2ccccc2C12CCNCC2	i
CC1=C(C(=O)Nc2ccccc2)C(c2ccncc2)n2nc(SCc3ccccc3F)nc2N1 (configuration not stated)	3.6%
Cc1ccc(N2CC(NC(=O)c3cc4ccccc4o3)CC2=O)cc1C (configuration not stated)	11.6%
COCCn1c(COc2c(F)ccc(Cl)c2F)nnc1C1CC(N)C1 (configuration not stated)	-27.3%
COc1ccc(NC(=O)CSc2nnc(-c3nonc3NC(C)=O)n2-c2ccccc2)cc1	-14.7%
COc1ccc(C(=O)N2CCCN(c3nnc4ccccn34)CC2)cc1F	-23.4%
CC(=O)c1cccc(NS(=O)(=O)c2cc3c(cc2C)N(C(C)=O)CCO3)c1	7.7%
COc1ccc(NC(=O)CCc2c(C)nc3c(c2C)c(=O)n(C)c(=O)n3C)cc1OC	2.4%
O=C(CC1C(=O)NCCN1Cc1ccoc1)NCc1nnc2n1CCCCC2 (configuration not stated)	-6.0%
O=C(NC1CCN(c2cc(-c3ccc(F)cc3)[nH]n2)C1)c1ccc2c(c1)OCO2 (configuration not stated)	i
COc1ccccc1Nc1nn2c(=O)c3ccc(C(=O)NCCC4=CCCCC4)cc3nc2s1	?
CC(C)(C)OC(=O)NC(C)(CN)c1ccccn1 (configuration not stated)	?
O=C([C@@H]1C[C@H](F)CN1C(=O)Nc1ccc(F)cc1)N1CCCCC1	1.9%
COCC(=O)N[C@H]1CO[C@H]2[C@@H]1OC[C@@H]2Nc1nccc(-c2ccc(OC)cc2)n1	?
O=C1CCN(S(=O)(=O)c2ccccc2)CCCCCCN1	22.0%
O=C(c1cccc(Cl)c1)N1CCN(C(=O)c2nnn3c2COC(c2ccccc2)C3)CC1 (configuration not stated)	-8.9%
Cn1c(=O)c2c(nc(SCC(=O)Nc3ccccc3)n2Cc2ccccc2F)n(C)c1=O	-1.9%
Cc1ccccc1Cn1cc(-c2ccncc2)cc1C(=O)N(C)Cc1ccco1	3.55µM*
CCCCc1cn(C[C@H]2C[C@@H]3CCN2C[C@@H]3C(=O)NCc2ccc(F)cc2)nn1	?
C#CCNC(=O)CC[C@H]1CNC(=O)[C@@H]2[C@@H](CCN2Cc2ccc(S(C)(=O)=O)cc2)N1C	2.8%
Cc1ccc(NC(=O)c2cccc(NC(=O)N3CCSc4ncccc43)c2)cc1F	19.0%
c1ccc(-c2nnc3ccc(N4CCc5ccccc5C4)nn23)nc1	i
Cc1nc2scc(CC(=O)NC3CC3)n2c(=O)c1-c1cc(C)n(-c2ccc(C(C)C)cc2)n1	?
CC1CCN(S(=O)(=O)c2ccc3c(c2)N(CC(=O)NCc2ccccc2Cl)C(=O)CO3)CC1	-9.2%
COc1cccc(N2C(=O)[C@@H]3C[C@@H](NC(=O)CSC)CCN3C2=O)c1	27.8%[44.1 µM]
COCc1nnc2n1CCC(NC(=O)NCCc1ccccc1)CC2 (configuration not stated)	2.7%
O=C(CCc1ccccc1)NCc1ccc2c(c1)CCN2C(=O)c1ccc(Cl)cc1	33.9%[activator]
COCC1CN(C(C)=O)CC12CCN(C(=O)CCCc1ccccc1)CC2 (configuration not stated)	i
COCCNC(=O)C[C@@H]1C[C@H]2O[C@H](CNCc3cnccc3C(F)(F)F)[C@@H](O)[C@H]2O1	2.3%[44.1 µM]
O=C(c1cnccn1)N1C[C@@H]2OCC(=O)N(CC3CCCCC3)[C@@H]2C1	22.3%[44.1 µM]
C[C@@H]1CN(C(=O)c2coc(COc3cccc(F)c3)n2)C[C@H](C)O1	-4.3%
CC(=O)Nc1ccc(CN(C)Cc2cccn2C)cc1	-13.9%[44.1 µM]
O=C(NCCc1ccccc1)C1(c2cccs2)CCOCC1	22.0%
Cc1c(Cl)cccc1NC(=O)c1cc2n(n1)CC(c1ccc(Cl)cc1)OC2 (configuration not stated)	17.1%
Nc1n[nH]c(C(=O)N2C[C@H](CO)C[C@H](CN3CCOCC3)C2)c1Cl	-4.0%
O=C(Nc1cc(-c2nc3ccccc3o2)ccc1Cl)c1ccc(Br)o1	38.7%[activator]
CCOCC(=O)N1CCCCCNC(=O)[C@@H]2CCCC[C@@H]21	0.1%
CCOC(=O)c1cnc2c(C)cccc2c1NCCc1ccc(OC)c(OC)c1	i
COCCCNC(=O)N1CCN(C(=O)N2CC3CC(C2)[C@H]2CCCC(=O)N2C3)CC1 (some centres not stated)	i
COc1cc(CN2CCCC3(Cc4ccccc4CNC3=O)C2)cc(OC)c1 (configuration not stated)	?
Cc1cnc(CCN)n1Cc1ccccc1	?
O=C(O)Cc1ccc(NC2(c3ccccc3)C(=O)c3ccccc3C2=O)cc1	15.0%
Cc1ccc(C(=O)OC2=C(C(=O)c3ccccc3)N(C)S(=O)(=O)c3ccccc32)cc1	3.7%
O=C(C1CCC1)N1CCC(N2CC(OCC3CC3)C23CCOCC3)CC1 (configuration not stated)	?
O=C(c1cc(F)ccc1F)N1CC2CC(C1)[C@H]1CCCC(=O)N1C2 (some centres not stated)	-3.2%
CC(=O)N1CCn2ncc(C(=O)Nc3ccc(Cl)cc3Cl)c2C1	-9.4%
CCc1cccc(N2C(=O)N(Cc3c(F)cccc3Cl)c3ccccc3S2(=O)=O)c1	i
Cc1ccc(CNC(=O)N2CCC3(CC2)CC(N(C(=O)NC(C)C)C2CC2)CCO3)cc1 (configuration not stated)	-4.5%
O=S(=O)(NCCn1cc(-c2cncnc2)nn1)c1ccc(Cl)cc1	6.3%
COc1ccc(C(=O)N[C@H]2CC[C@]3(C)CCC([C@H](C)C(=O)N4CCC(C)CC4)[C@H](O)[C@H]3[C@@H]2C)cc1 (some centres not stated)	?
CCCN(C)C(=O)Cn1c(C)ccc(NS(=O)(=O)c2ccc(C)cc2)c1=O	-9.2%
